# EPAC1 antag: EPAC1 (human) antagonism; 360,000 tested, 0.14% active; EPAC1 GEF assay, Rap1b-BODIPY-GDP exchange fluorescence; O95398; Potency, µM (titrated, usually from 115 µM), for inactives: at the highest dose activity change, negative = inhibition, hits mostly inhibitors; AID 720709;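 note: plate controls were vehicle for no effect and positive control for full effect; nearly all actives have a fitted effect of over 50% in size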
# FUS yeast rescue: rescues growth of FUS-expressing yeast; Potency, µM (titrated, usually from 76.6 µM), without a hit: at the top dose growth rescue (activation), usual class: activators; S. cerevisiae FUS-expressing, growth rescue, OD600, 24 h; 390,000 tested, 0.24% active;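 note: plate controls were DMSO vehicle for no effect and reference control for full effect; nearly all actives have a fitted effect of over 55% in size; some results filed as inactive show a strong effect at the top dose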
#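 FUS-expressing yeast, raffinose-pregrown, induced in 2% galactose minimal medium at OD 0.005; compounds in a dilution series, 24hr at 30C. Growth restoration read as absorbance at 600 nm. CP55940 positive control, DMSO negative.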
# aSyn rescue: rescues yeast growth from alpha-synuclein toxicity. Yeast expressing alpha-synuclein, growth rescue, BacTiter-Glo, 24 h. Potency, µM (top dose mostly 46.1 µM), without a hit: at the top dose growth rescue (activation), actives largely listed as activators. AID 652106. 370,000 tested, 0.14% active; note: % of control where 0% means no effect; nearly all actives have a fitted effect of over 65% in size
#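 Screening used galactose-induced yeast with toxic alpha-synuclein levels, exposed to compound for 24 hr at 30 deg C. Cell growth, read with BacTiter-Glo luminescence, gave the measured signal.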
# EPAC1 agonist: EPAC1 (human) agonism; AID 720707; 360,000 tested, 0.073% active; EPAC1 agonist qHTS, biochemical assay; response scale: 100% = response to 6.5 mM cAMP; O95398; Potency, µM (highest dose often 154 µM), inactives show at the highest dose activation, most hits filed as activators; note: nearly all actives have a fitted effect of over 60% in size
#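 EPAC1 100 nM, Rap1B–BODIPY-GDP 250 nM, unlabeled GDP 50 uM; compound titration; 5 min RT; kinetic read ex480/em540 at 5-min intervals ×30 min; data normalized to 6.5 mM cAMP agonist control.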
# PTHR1 agonist: agonists of human PTHR1 parathyroid hormone receptor | HEK293 GP2 PTHR1 cells, GloSensor cAMP luminescence, 1 h | Potency, µM (titrated, usually from 115 µM), for the others: at the highest dose activation, hits mostly activators | 410,000 tested, 0.075% active | AID 743266; note: nearly all actives have a fitted effect of over 55% in size; some results filed as inactive show a strong effect at the top dose; inactives centre near -15; many of its hits are not listed in these tables
#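 HEK-293-derived GP2 cells expressing PTHR1 and a GloSensor cAMP reporter, 3,000/well, plated overnight, given luciferin plus IBMX (each 0.5 mM as added) for 1 h at 37 °C, then compound for 1 h at 37 °C. Luminescence was read after 15 min at room temperature.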
# TDP-43 yeast inh: inhibitors of TDP-43 toxicity in yeast; Potency, µM (series often up to 46.1 µM), for the others: at the top dose growth rescue (activation), hits mostly activators; AID 652104; 410,000 tested, 1.8% active; TDP-43 expressing yeast growth rescue, BacTiter-Glo, 24 h; note: % of control where 0% means no effect; nearly all actives have a fitted effect of over 50% in size
#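 Luminescence from BacTiter-Glo reports growth of TDP-43-expressing yeast after 24 hr at 30 deg C with compound. Cells were raffinose-pregrown to mid-log, then seeded in galactose medium at OD600=0.02.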
# EPAC2 ag: EPAC2 (human) agonism | Q8WZA2 | EPAC2 activation, biochemical qHTS; response scale: 100% = 6.5 mM cAMP response | Potency, µM (highest dose often 154 µM), without a hit: at the highest dose activation, usual class: activators | 360,000 tested, 0.079% active | AID 720711; note: nearly all actives have a fitted effect of over 50% in size
# Target sequence (Q8WZA2 whole entry, looked up): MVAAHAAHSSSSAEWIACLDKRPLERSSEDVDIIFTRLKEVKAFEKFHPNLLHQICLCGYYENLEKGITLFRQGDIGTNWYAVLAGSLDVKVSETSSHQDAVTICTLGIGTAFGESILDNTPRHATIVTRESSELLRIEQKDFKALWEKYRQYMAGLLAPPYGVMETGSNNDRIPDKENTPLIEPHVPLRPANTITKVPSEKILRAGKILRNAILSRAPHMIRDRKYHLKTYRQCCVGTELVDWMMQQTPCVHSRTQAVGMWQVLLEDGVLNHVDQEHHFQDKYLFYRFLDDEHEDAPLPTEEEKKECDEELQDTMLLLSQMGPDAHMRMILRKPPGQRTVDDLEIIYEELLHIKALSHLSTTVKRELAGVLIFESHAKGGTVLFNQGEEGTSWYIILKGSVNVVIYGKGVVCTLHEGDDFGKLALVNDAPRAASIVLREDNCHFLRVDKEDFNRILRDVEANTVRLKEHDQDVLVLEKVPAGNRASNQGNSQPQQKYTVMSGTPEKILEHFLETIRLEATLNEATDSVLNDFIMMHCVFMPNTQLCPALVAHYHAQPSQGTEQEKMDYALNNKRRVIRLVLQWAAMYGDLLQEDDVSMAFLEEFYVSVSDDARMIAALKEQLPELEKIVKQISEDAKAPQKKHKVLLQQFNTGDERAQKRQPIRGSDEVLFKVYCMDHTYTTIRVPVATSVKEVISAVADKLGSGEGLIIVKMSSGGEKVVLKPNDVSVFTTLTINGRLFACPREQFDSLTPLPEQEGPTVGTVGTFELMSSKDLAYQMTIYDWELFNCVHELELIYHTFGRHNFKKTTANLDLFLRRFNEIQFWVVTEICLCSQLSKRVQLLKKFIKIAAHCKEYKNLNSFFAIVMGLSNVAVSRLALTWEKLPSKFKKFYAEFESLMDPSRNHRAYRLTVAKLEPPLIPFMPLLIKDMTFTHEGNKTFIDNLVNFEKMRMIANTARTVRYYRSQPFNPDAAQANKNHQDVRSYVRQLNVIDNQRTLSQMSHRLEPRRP
#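 Compounds were added across a concentration range to EPAC2 (100 nM), RAP1B-BODIPY-GDP (250 nM) and GDP (50 uM). After 5 min at room temperature, fluorescence was recorded at 5-min intervals for 30 min.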
# EPAC2 antag: EPAC2 (human) antagonism; Q8WZA2; EPAC2 GEF exchange of Rap1B-BODIPY-GDP, fluorescence; Potency, µM (top dose mostly 114 µM), for inactives: at the top dose activity, negative = inhibition, usual class: inhibitors; 360,000 tested, 0.18% active; AID 720708; note: % is set by controls: 0 for no effect and ±100 for the full control effect; nearly all actives have a fitted effect of over 45% in size; many of its hits are not listed in these tables
# * marks the source's active call; other numbers are inactive results; i = inactive; ? = inconclusive; / = no result given; [ ] = remark or other dose. Calls come from the whole dose curve; as a rule, active = well fitted curve in the direction sought with a large enough effect; inconclusive = small, poorly fitted or top-dose-only effect, or another doubt; inactive = no such curve, though single readings can be large; an effect the other way counts as inactive or inconclusive. Potency is the fitted concentration of half-maximal effect.
SMILES,EPAC1 antag,FUS yeast rescue,aSyn rescue,EPAC1 agonist,PTHR1 agonist,TDP-43 yeast inh,EPAC2 ag,EPAC2 antag
CCOC(=O)N1CCN(C(=O)c2c(O)c3cccc4c3n(c2=O)CC4)CC1,6%,11%,4%,1%,-9%[57.5 µM],1%,3%,-4%
Cc1nnc(OC(C)C)c2nn(-c3ccccc3F)c(C)c12,3%,8%,-1%,21%,-44%[inhibitor][57.5 µM],-18%,9%,4%
CCN(c1ccccc1)S(=O)(=O)c1ccc(C(C(=O)OC)C(=O)OC)c([N+](=O)[O-])c1,-1%,9%,5%,5%,i,-5%,5%,-12%
Cc1cc(F)ccc1S(=O)(=O)N1CCCCC1CCNC(=O)C(=O)NCCN1CCOCC1 (centres undefined),2%,/,0%,-3%,-3%,12%,6%,8%
Cc1onc(-c2c(Cl)cccc2Cl)c1NC(=O)NNc1ccccc1,2%,22%,2%,-4%,-23%,-16%,14%,33%[activator]
CCOC(=O)c1cnc(SCC(=O)Nc2cc(OC)ccc2OC)nc1N,-6%,-2%,-2%,11%,-39%[inhibitor][57.5 µM],-14%,7%,3%
Cc1nc(-c2ccc(S(=O)(=O)NCC3CCN(C(=O)OC(C)(C)C)CC3)s2)cs1,-23%,36%,0%,10%,-14%,?,5%,-19%
O=C(NCc1ccon1)C1CCC(=O)N(CCc2ccc(Cl)cc2)C1 (centres undefined),-12%,8%,-3%,-9%,i,-23%,15%,-14%
C=CCn1c(Oc2ccc(C(=O)OC)cc2)nc2c1c(=O)n(C)c(=O)n2C,8%,-4%,5%,4%,-17%[57.5 µM],0%,11%,1%
O=C(c1ccc(Oc2ccc([N+](=O)[O-])cc2)cc1)N1CCCCCC1,-17%,6%,2%,7%,i,?,5%,-10%
CCc1nc2c(OCc3ccc(F)c(F)c3)cccn2c1N(C)C(=O)c1ccc(OC)cc1,-17%,28%,8%,2%,-23%,5%,5%,-16%
CNC(=O)COC(=O)c1cc2c(C)nn(-c3ccc(F)cc3)c2s1,3%,-21%,4%,9%,21%[57.5 µM],-21%,5%,-5%
CCc1nc(SCC(=O)Nc2ccc(N(C)C)cc2)c2ccccc2n1,0%,11%,1%,7%,-64%[inhibitor],11%,4%,-9%
CCN(CC)C(=O)C1=C(C)N(CCCOC)C(=O)C(CC(=O)NC(c2ccccc2)c2ccccc2)C1 (centres undefined),-1%,17%,-1%,-2%,-25%,21%,-8%,-2%
Fc1ccccc1/C=C1\CCCC2=C1NC(=S)NC2c1ccccc1F (centres undefined),-27%,?,-1%,20%,-4%,10%,14%,-20%

# Compounds above that have a nitro group on carbon:
SMILES,EPAC1 antag,FUS yeast rescue,aSyn rescue,EPAC1 agonist,PTHR1 agonist,TDP-43 yeast inh,EPAC2 ag,EPAC2 antag
CCN(c1ccccc1)S(=O)(=O)c1ccc(C(C(=O)OC)C(=O)OC)c([N+](=O)[O-])c1,-1%,9%,5%,5%,i,-5%,5%,-12%
O=C(c1ccc(Oc2ccc([N+](=O)[O-])cc2)cc1)N1CCCCCC1,-17%,6%,2%,7%,i,?,5%,-10%

# (listing goes on)
SMILES,EPAC1 antag,FUS yeast rescue,aSyn rescue,EPAC1 agonist,PTHR1 agonist,TDP-43 yeast inh,EPAC2 ag,EPAC2 antag
CN(C)c1ccc(NC(=O)c2cc3c(=O)n4ccccc4nc3n2C)cc1,-27%,?,10%,8%,-18%,6%,-5%,-3%
COc1ccc(C(=O)OCc2csc(C)n2)c(O)c1,-18%,12%,-7%,-3%,-28%,21%,3%,-1%
CSc1ccccc1NC(=O)c1ccc(Cl)s1,6%,-12%,-7%,7%,-12%,-22%,18%,-1%
Nc1ccc(Cl)c[n+]1Cc1cccc2cccnc12,4%,-2%,1%,7%,-23%,12%,5%,3%
O=C(NC(=S)N1CCN(c2ccc([N+](=O)[O-])cc2)CC1)c1ccccc1F,-4%,/,-7%,-5%,-47%[inhibitor],0%,4%,-7%
CC1CCN(C(=O)COC(=O)CCCN2C(=O)c3cccc4cccc(c34)C2=O)CC1,2%,/,17%,1%,-13%,23%,3%,2%
CCCC(=O)N/N=C1\CS(=O)(=O)N(C)c2ccsc21,0%,7%,0%,-3%,?,-9%,8%,4%
COc1cc2c(cc1OC)C(c1ccco1)CC(=O)N2 (centres undefined),-8%,-25%,2%,4%,-1%,24%,-1%,5%
CC(C)OCCCn1c(=O)c2ccccc2n2c(CCC(=O)N3CCN(c4ccccn4)CC3)nnc12,13%,-4%,1%,14%,i,2%,1%,4%
Cc1nnc(SCC(=O)Nc2c(C)n(C)n(-c3ccccc3)c2=O)n1Cc1ccccc1,17%,-2%,1%,3%,i,-16%,0%,8%
COc1cccc(NC(=O)c2ncc(Cl)c(Cl)c2Cl)c1,16%,-7%,-4%,5%,-6%,17%,1%,3%
Cc1cc[n+](-c2nc3ccccc3nc2[N-]S(=O)(=O)c2ccccc2)cc1,-5%,/,-10%,-5%,2%,-10%,6%,-11%
COc1ccc(NC(=O)c2cc(-c3cc(F)ccc3OCC3CCCO3)n[nH]2)c(C)c1 (centres undefined),-13%,?,-11%,-15%,i,13µM*,6%,13%
COc1cccc(OCC(=O)Nc2ccccc2NC(C)=O)c1,0%,14%,-5%,3%,i,-22%,-4%,5%
O=C(CCN1C(=O)/C(=C\c2cccc(Br)c2)SC1=S)NCCCN1CCOCC1,9%,9%,10%,3%,i,-13%,5%,-3%

# The final 3 entries of the part above come first, to join the parts.
SMILES,EPAC1 antag,FUS yeast rescue,aSyn rescue,EPAC1 agonist,PTHR1 agonist,TDP-43 yeast inh,EPAC2 ag,EPAC2 antag
COc1ccc(NC(=O)c2cc(-c3cc(F)ccc3OCC3CCCO3)n[nH]2)c(C)c1 (centres undefined),-13%,?,-11%,-15%,i,13µM*,6%,13%
COc1cccc(OCC(=O)Nc2ccccc2NC(C)=O)c1,0%,14%,-5%,3%,i,-22%,-4%,5%
O=C(CCN1C(=O)/C(=C\c2cccc(Br)c2)SC1=S)NCCCN1CCOCC1,9%,9%,10%,3%,i,-13%,5%,-3%
COc1ccc(CCn2c(-c3cc([N+](=O)[O-])cc([N+](=O)[O-])c3)nc3nc4ccccc4nc32)cc1OC,6%,/,7%,9%,-17%,14%,4%,-6%
O=C(CSCc1cc(=O)n2nc(C3CC3)sc2n1)Nc1ccccc1Cl,16%,22%,-5%,-10%,11%,-25%,15%,22%
COc1ccc(C(=O)C2CCCN(Cc3cnc(N4CCOCC4)s3)C2)cc1F (centres undefined),4%,8%,0%,10%,-30%,-22%,-3%,-7%
COc1ccccc1CN1CC(C(=O)N2CCOCC2)CCC1=O (centres undefined),-3%,-6%,-2%,-11%,i,3%,1%,-1%
FC(F)(F)c1ccc(N=Cc2sc(N3CCOCC3)nc2-c2ccccc2)cc1,3%,10%,1%,-2%,i,-8%,-4%,-7%
Cc1ccc(S(=O)(=O)N2C[C@H]3[C@H]4C(=O)N(c5ccccc5)C(=O)[C@H]4C[C@H](OC(=O)NCc4ccccc4)[C@@]3(O)C2)cc1,1%,?,7%,-7%,-6%,19%,4%,-5%
N#Cc1cccc(N=c2ssnc2Cl)c1,-19%,14%,-11%,3%,-4%,-93%[inhibitor],-4%,-6%
CC(=O)c1cccc(NC(=O)CCNS(=O)(=O)c2cccc3nonc23)c1,-8%,9%,4%,2%,i,-3%,6%,0%
CC(Cc1ccccc1)C(=O)NCc1ccccn1 (centres undefined),0%,-23%,-5%,6%,i,15%,12%,6%
CC(C)C[C@H](NC(=O)OC(C)(C)C)C(=O)N[C@@H](CO)[C@H](O)[C@@H]1C[C@@H]1C(=O)NC1CC1,6%,10%,0%,2%,-22%,?,4%,5%
O=C(O)C1CCN(c2ccc(Cl)nn2)CC1,-5%,-17%,-12%,-4%,-14%,-4%,11%,5%
O=C(N/N=C/c1cccc(Oc2ccccc2)c1)c1cccc(O)c1,?,17%,11%,15%,-25%,?,17%,-5%
CCCCCN1CC(=O)N2[C@@H](Cc3c([nH]c4ccccc34)C2(C)C)C1=O,-10%,11%,7%,-1%,-8%,1%,0%,-3%
COC(=O)c1cc(Br)c(N)cc1OC,-22%,-6%,-3%,5%,-18%,-6%,5%,3%
O=c1[nH]c2ccc(Cl)cc2c(-c2ccccc2)c1[N+](=O)[O-],7%,-19%,-8%,-9%,-94%[inhibitor],0%,-7%,-22%
CCC(c1nnnn1C(C)C)N1CCN(C2CCCC2)CC1 (centres undefined),4%,-21%,-11%,4%,-15%[57.5 µM],5%,-12%,7%
CCN(C[C@H]1N[C@@](CC)(C(=O)OC)[C@H]2C(=O)N(Cc3ccccc3)C(=O)[C@@H]12)S(=O)(=O)c1ccc(OC(F)(F)F)cc1,-29%,37%,0%,-33%[inhibitor],-12%,6%,-9%,8%
CC(=O)c1ccc(S(=O)(=O)N2CCN(C(=O)c3ccc(-n4cncn4)c([N+](=O)[O-])c3)CC2)cc1,-8%,13%,-3%,3%,-93%[inhibitor],2%,11%,1%
CCCOc1ccc(CNC(=O)Cc2cccs2)cc1,-10%,13%,-5%,-5%,-2%,12%,0%,0%
O=C(N/N=C/c1ccc(O)cc1)c1cc(C23CC4CC(CC(C4)C2)C3)[nH]n1,?,39%,-10%,6%,i,-22%,10%,-14%
CCc1cc2cccc(C)c2nc1SCC(=O)N1CCN(C(=O)c2ccco2)CC1,3%,13%,14%,8%,-9%,1%,-5%,-3%
CCC(C)c1c(O)nc(SCC(=O)c2ccccc2)[nH]c1=O (centres undefined),0%,16%,0%,-2%,-4%,-2%,-10%,10%
Cc1nn(-c2ccccc2)c2c1C(c1cccs1)C(C#N)=C(N)O2 (centres undefined),-13%,29%,-16%,13%,-35%[inhibitor],-17%,21%,0%
O=C(CSc1nc(-c2ccc(F)cc2)cs1)N1CCN(C(=O)c2ccco2)CC1,-15%,19%,1%,0%,-26%,?,-6%,-5%
CCOCC(=O)Nc1c(C(=O)Nc2ccc3c(c2)OCO3)oc2ccccc12,-9%,7%,-5%,-18%,-41%[inhibitor],-24%,-4%,5%
Cc1ccccc1-n1ncc2c1CC(C)(C)CC2NC(=O)CCCN1CCCC1=O (centres undefined),-4%,41%,-3%,-5%,-21%,-18%,5%,-1%
CC(C)N1CCN(Cc2ccsc2)CC1CCO (centres undefined),-12%,-3%,-2%,-8%,i,3%,0%,0%
CCCC(=NCC(=O)O)C1=C(O)C(C(=O)OC)C(C)(C)CC1=O (centres undefined),9%,-29%,-1%,2%,i,-19%,-7%,-1%
CCOc1ccccc1NC(=O)NC(C)c1ccncc1 (centres undefined),-17%,6%,-7%,14%,i,20%,4%,-9%
COc1ccc(SCCc2nnc(-c3ccccc3)o2)cc1,10%,-12%,-4%,-7%,-13%,-4%,6%,-13%

# This is a subset; rates above refer to the full screens.
